High-throughput results as filed in PubChem.
RBX1-CUL1 inh: blocks human RBX1-Cullin-1 di-ubiquitin formation. P62877+Q13616. in vitro K48 di-Ub FRET, acceptor:donor ratio, 45 min. inhibition, % at 10 µM. hit rate 0.6% among 140,000. AID 1347404; in the data active = inhibition above about 25%
Target sequence (P62877 whole entry, looked up): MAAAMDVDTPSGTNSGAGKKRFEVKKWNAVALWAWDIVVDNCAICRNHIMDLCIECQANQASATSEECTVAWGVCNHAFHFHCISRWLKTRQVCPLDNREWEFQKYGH
Target sequence (Q13616 whole entry, looked up): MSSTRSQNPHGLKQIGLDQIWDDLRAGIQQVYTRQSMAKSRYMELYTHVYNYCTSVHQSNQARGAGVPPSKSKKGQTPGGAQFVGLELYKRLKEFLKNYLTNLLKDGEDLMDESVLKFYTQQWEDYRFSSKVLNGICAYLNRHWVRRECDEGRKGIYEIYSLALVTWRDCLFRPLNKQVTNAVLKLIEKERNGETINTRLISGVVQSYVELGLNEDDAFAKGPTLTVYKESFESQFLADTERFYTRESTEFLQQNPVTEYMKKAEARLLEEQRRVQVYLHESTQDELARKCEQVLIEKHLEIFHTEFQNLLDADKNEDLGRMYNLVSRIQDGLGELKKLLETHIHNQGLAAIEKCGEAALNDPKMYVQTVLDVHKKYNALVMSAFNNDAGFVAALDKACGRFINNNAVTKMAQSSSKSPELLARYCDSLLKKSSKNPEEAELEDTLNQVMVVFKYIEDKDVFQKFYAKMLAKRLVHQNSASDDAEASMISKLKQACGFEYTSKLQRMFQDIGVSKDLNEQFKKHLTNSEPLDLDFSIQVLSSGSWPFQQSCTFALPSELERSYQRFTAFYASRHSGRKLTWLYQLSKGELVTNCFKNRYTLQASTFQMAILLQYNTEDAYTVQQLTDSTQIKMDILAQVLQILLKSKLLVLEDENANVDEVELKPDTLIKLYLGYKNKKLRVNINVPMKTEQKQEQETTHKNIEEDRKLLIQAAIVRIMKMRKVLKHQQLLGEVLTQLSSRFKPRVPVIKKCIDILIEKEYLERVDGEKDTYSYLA
Numbers without * were called inactive.

| canonical_smiles | RBX1-CUL1 inh |
| --- | --- |
| Cc1cccc(C)c1-n1nnc(C(=O)NCC2CCCO2)c1C (stereo not drawn) | -5 |
| Cc1ccccc1NC(=O)c1oc2c(c1C)-c1nn(Cc3cccc(Cl)c3)cc1CC2 | -6 |
| COc1cccc(-n2cc(C(=O)OCc3ccc(Cl)cc3)c3ccccc3c2=O)c1 | 12 |
| C/C=C/COC(=O)C1C(C)=NC(=O)NC1c1ccc([N+](=O)[O-])cc1 (stereo not drawn) | -2 |
| COc1ccccc1OCCSc1nc2ccc(Br)cc2[nH]1 | -6 |
| Cc1cc(C(=O)NCc2ccccc2Cl)c2c(C)nn(-c3ccccc3)c2n1 | -6 |
| COCCN(Cc1ccn[nH]1)CC1CCCN(C2Cc3ccccc3C2)C1 (stereo not drawn) | 4 |
| CCOC(=O)c1c(N)n(C2CCCCC2)c2nc3ccccc3nc12 | 0 |
| O=C1/C(=C/c2ccc(-c3cccc(Cl)c3)o2)CCC/C1=C\c1ccc(-c2cccc(Cl)c2)o1 | -2 |
| Cn1nnc2cc(Cl)ccc2c1=O | 3 |
| C=CCn1c(-c2ccc(NC(=O)CC)cc2)c[n+]2ccccc12 | 1 |
| CCn1nc(C)c(CN2CCC(C(Cc3ccc(F)cc3F)N(C)C(=O)c3ccco3)CC2)c1C (stereo not drawn) | 10 |
| O=C1C2C(c3ccc(Cl)cc3Cl)OC3(C(=O)c4ccccc4C3=O)C2C(=O)N1c1ccc([N+](=O)[O-])cc1 (stereo not drawn) | -4 |
| CCOc1cc(/C=C2/SC(=O)N(C(C)C)C2=O)c(Br)cc1OCC(=O)Nc1ccccc1 | 2 |
| O=C(Nc1ccc(N2CCOCC2)cc1)C1(S(=O)(=O)c2ccccc2)CC1 | 1 |
| CCOc1cc2c(cc1OCC)C(CC(=O)OC)N(C(=O)Nc1cc(OC)ccc1OC)CC2 (stereo not drawn) | -6 |

Given with each value named: part of the list above
O=C1/C(=C/c2ccc(-c3cccc(Cl)c3)o2)CCC/C1=C\c1ccc(-c2cccc(Cl)c2)o1
  RBX1-CUL1 inh = -2

C=CCn1c(-c2ccc(NC(=O)CC)cc2)c[n+]2ccccc12
  RBX1-CUL1 inh = 1

(cont.)
| canonical_smiles | RBX1-CUL1 inh |
| --- | --- |
| CC(=O)[C@H]1[C@H](c2cccc(Cl)c2)C(C#N)(C#N)[C@@H]2c3ccccc3C=CN21 | 4 |
| C#CCOc1c(Cl)cc(C2C3=C(CCCC3=O)OC(=N)C2C#N)cc1OC (stereo not drawn) | -8 |
| Cc1cc(C)c2sc(N(Cc3cccnc3)C(=O)CCOc3ccccc3)nc2c1 | 7 |
| CCN(CC)C1CCN(C(=O)c2oc3c(C)c(C)ccc3c2C)C1 (stereo not drawn) | 1 |
| COC(=O)c1c(NC(=O)CC2SC(=N)NC2=O)sc2c1CCC(C(C)(C)C)C2 (stereo not drawn) | -7 |
| O=C(NC1CC1)c1c(NC(=O)C2CCCO2)sc2c1CCC2 (stereo not drawn) | 7 |
| CC1(C)[C@H]2CC=C(CCNC(=O)Nc3ncn[nH]3)[C@@H]1C2 | 5 |
| COC(=O)c1ccc(C2C(C(C)=O)=C(C)Nc3ncnn32)cc1 (stereo not drawn) | -3 |
| Nc1nc(-c2sc3nc4c(cc3c2N)CCCCC4)nc(N2CCOCC2)n1 | 0 |
| COc1cc(CC2(CCC(=O)N3CC4(C)CC3CC(C)(C)C4)CCC(=O)N2)ccc1F (stereo not drawn) | 1 |
| CSc1ncc2c(n1)-c1ccccc1N(Cc1ccccc1)S2(=O)=O | -6 |
| Cc1cccc(OS(=O)(=O)c2ccc3ccccc3c2)c1 | -3 |
| CCOC(=O)c1cc(NC(=O)c2cccnc2)ccn1 | 7 |
| CC(C)CCOc1ccc(Cn2c(=O)oc3ccccc32)cc1 | -10 |
| Cc1ccc(Cl)cc1NC(=O)C(=O)NCC(c1cccnc1)N1CCc2ccccc21 (stereo not drawn) | -1 |
| O=C(c1ccc(N2CCCC2=O)cc1)N(Cc1ccncc1)Cc1cccc(OCCc2ccc(F)cc2)c1 | -5 |

2 entries picked at random from those above, as already listed:
| canonical_smiles | RBX1-CUL1 inh |
| --- | --- |
| COC(=O)c1ccc(C2C(C(C)=O)=C(C)Nc3ncnn32)cc1 (stereo not drawn) | -3 |
| COc1ccccc1OCCSc1nc2ccc(Br)cc2[nH]1 | -6 |

Next entries
| canonical_smiles | RBX1-CUL1 inh |
| --- | --- |
| Cc1cccc(C)c1NC(=O)C1CCCCC1 | 7 |
| Cc1cc(C)c2c(c1)-c1c(ssc1=Nc1ccc(S(N)(=O)=O)cc1)C(C)(C)N2 | 6 |
| COc1cc(NC(=O)CN2CCN(S(=O)(=O)c3ccc(Br)cc3)CC2)cc(OC)c1 | 4 |
| COc1cc(C2NC(=O)N=C(C)C2C(=O)OCC(F)(F)F)cc(Cl)c1O (stereo not drawn) | -5 |
| O=C(NCc1scnc1-c1ccccc1)C1CCC(=O)N(C2CCCC2)C1 (stereo not drawn) | -5 |
| O=C1NN(c2ccccc2)C(=O)/C1=C/c1ccc2c(c1)OCO2 | 7 |
| CCOC(=O)c1sc(NC(=S)NC(=O)c2ccccc2)nc1C | -3 |
| CCOC(=O)c1c(-c2ccc(Br)cc2)csc1NC(=O)c1ccccc1F | -1 |
| OC1(C(F)(F)F)CC(/C=C/c2ccccc2)=NO1 (stereo not drawn) | 7 |
| CSCCC(=O)NCc1cccnc1-n1cnc2ccccc21 | 14 |
| Cc1ccccc1C(c1ccccc1)C1C(=O)c2ccccc2C1=O (stereo not drawn) | -4 |
| COc1ccc(N2C(=O)CN(C(=O)COc3ccccc3OC)CC23CCCC3)cc1 | -5 |
| COc1cccc(C(=O)Nc2c(C(=O)Nc3ccc(F)cc3)oc3ccccc23)c1OC | -1 |
| Cc1cc2n(n1)SC(Nc1cc(Cl)ccc1Cl)N2 (stereo not drawn) | 1 |
| OC(/C=C/CN1CCCCC1)(c1ccccc1)c1ccccc1 | 3 |
| CC(=O)c1ccc(N2CCN(C(=O)CCn3cnc4onc(-c5ccc(F)cc5)c4c3=O)CC2)cc1 | 5 |
| CCc1ccc(CNC(=O)c2cc(-c3ccc(Br)s3)nc3ccccc23)cc1 | -7 |
| CCOc1ccc(-c2cn3c(c2C)-c2cccn2CC3)cc1 | 19 |
| CCN1C(=O)C(C=NCc2ccoc2)C(=O)N(CC)C1=S | 4 |
| Cc1ccc(-c2nc3scc(CCNS(=O)(=O)c4ccc(Oc5ccccc5)cc4)n3n2)cc1 | -11 |
| CCS(=O)(=O)NCC(c1ccco1)N1CCN(c2ccc(OC)cc2)CC1 (stereo not drawn) | 0 |
| CN1CCN(C(=O)c2cc3c(s2)CCCCCC3)CC1 | 5 |
| CC(C)Nc1ccc2nnnn2n1 | 6 |
| C=CCn1c(SCC(=O)NCCN2CCOCC2)nc2sc3c(c2c1=O)CCC3 | -6 |
| Cc1ccc(NC(=O)NCCOCCn2c(=O)oc3ccccc32)cc1F | -7 |
| Cc1nc(NCCCn2ncc3ccccc32)cc(C2CCCNC2)n1 (stereo not drawn) | -10 |
| Cn1nnc2c(N3CCN(c4ccc(F)cc4)CC3)ncnc21 | -7 |
| O=C(COc1ccc(Cl)cc1)Nc1nnc(-c2cccs2)s1 | -1 |
| CC(=O)Nc1ccc(NC(=O)CCS(=O)(=O)c2ccc3c(c2)CC(=O)N3C)cc1 | 0 |
| CCCN1CCC(NC(=O)c2cccc(C(F)(F)F)c2)CC1 | 1 |
| CCc1ccc(C2C(C)C(N3CCC(C(=O)Nc4ccc(F)cc4)CC3)NS2(=O)=O)cc1 (stereo not drawn) | -7 |
| Cc1cc(C(=O)N(C)C2CCCN(CCc3ccccc3)C2)c(C)o1 (stereo not drawn) | -1 |

Nothing new here: an excerpt of the list.
| canonical_smiles | RBX1-CUL1 inh |
| --- | --- |
| Cc1ccc(NC(=O)NCCOCCn2c(=O)oc3ccccc32)cc1F | -7 |
| Cc1nc(NCCCn2ncc3ccccc32)cc(C2CCCNC2)n1 (stereo not drawn) | -10 |
| Cn1nnc2c(N3CCN(c4ccc(F)cc4)CC3)ncnc21 | -7 |

(continued)
| canonical_smiles | RBX1-CUL1 inh |
| --- | --- |
| COc1ccc(-c2noc(N3CCC(C(=O)N4CCN(c5cccc(C)c5C)CC4)CC3)n2)cc1 | 2 |
| COCCN(CCOC)S(=O)(=O)c1ccc(C(=O)Nc2sc3c(c2C(N)=O)CCCC3)cc1 | -6 |
| COC(=O)c1c(NC(=O)Cc2coc3cc(C)ccc23)sc2c1CCC2 | 2 |
| COc1ccc(CNC(=O)Cn2ncc3c4ccccc4n(Cc4cccc(Cl)c4)c3c2=O)cc1 | 3 |
| COC(C(=O)NCc1c(C)ncc2c1CCN(C(=O)CCn1nc(C)cc1C)C2)c1ccccc1 (stereo not drawn) | -2 |
| CC(C)CN1C(=O)NC(=O)C2C1=NC(c1ccc(F)cc1)=NC2(C(F)(F)F)C(F)(F)F (stereo not drawn) | 2 |
| C=CCNc1nc(-c2ccccc2)cs1 | 2 |
| CCn1c(CO)nc2ccccc21 | -1 |
| NC(=O)COc1c(Cl)cc(Cl)cc1CNC1CC1 | 11 |
| c1ccc(CSSSCc2ccccc2)cc1 | 14 |
| COC(=O)c1ccccc1NC(=O)CSc1ccc(Br)cc1 | 2 |
| Cc1c(Cl)cccc1NC(=O)c1cccc(NC(=O)N2CCSc3ncccc32)c1 | 0 |
| Cn1c(=O)oc2cc(S(=O)(=O)N3CCC(C(=O)N4CCN(c5ccc(Cl)cc5)CC4)CC3)ccc21 | -9 |
| COC(=O)C12C=CC(=O)C1C1C=CC2C1 (stereo not drawn) | 0 |
| CCC(=O)N1CCc2cc(CNC(=O)Nc3cc(Cl)ccc3C(=O)OC)ccc21 | -5 |
| C=CCNC(=S)NNC(=O)CSc1nc2ccccc2s1 | 2 |
| Cc1cccc(C(=O)NCC(c2ccco2)S(=O)(=O)c2cccs2)c1 (stereo not drawn) | 6 |
| Cc1cc(NC(=O)c2cc3ccccc3o2)ccc1-c1cc2ccccc2oc1=O | 9 |
| COc1ccc(Nc2ncc(C(=O)Nc3cc(Cl)c(OC)cc3OC)c3ccccc23)cc1 | 4 |
| COc1ccc(NC(=O)Nc2cc(NC(=O)Nc3ccc(OC)c(OC)c3)c(C)nc2C)cc1OC | -12 |
| O=S(=O)(Cc1c(F)cccc1Cl)NCc1ccncc1 | 5 |
| CCOC(=O)[C@@H]1CCN(Cc2ccccc2)C[C@H]1c1ccccc1 | -6 |
| Cc1ccc(NC(=O)c2sc3ncn(Cc4cccc(F)c4)c(=O)c3c2C)c(Br)c1 | -3 |
| COCc1nnc(NC(=O)c2ccccc2Oc2ccccc2)s1 | 1 |
| COc1cccc(CNC(=O)Cc2ccc(NC(=O)N3CCSc4ncccc43)cc2)c1OC | -4 |
| O=C(Cc1ccccc1)Nc1ccc2c(c1)OCO2 | -3 |
| CC1=NC(=O)NC(=O)C1S(=O)(=O)Nc1cccc(Cl)c1C (stereo not drawn) | -12 |
| CCCCCN(CCCCC)C(=O)C1C2CCC(O2)C1C(=O)O (stereo not drawn) | -6 |
| COc1ccc(C(C2C(=O)Oc3ccc(C)cc3C2=O)C2C(=O)Oc3ccc(C)cc3C2=O)cc1 (stereo not drawn) | 69* |
| CC(C)CC(=O)NC(=S)Nc1ccc(Br)cc1 | 2 |
| COc1cccc(CNC2CC(C)(C)Cc3nc(C(C)(C)C)ncc32)c1OC (stereo not drawn) | -3 |
| Cc1ccc(S(=O)(=O)N2CCc3cc(C(=O)Nc4ccc(C)c(C)c4)ccc32)cc1 | 2 |
| N=C1/C(=C/c2ccc(OC(=O)c3ccccc3)cc2)C(=O)N=C2SC(Cc3ccccc3)=NN12 | 0 |
| Cc1nnc(NC(NC(=O)c2ccco2)(C(F)(F)F)C(F)(F)F)s1 | 8 |
| CCC(=O)NC(=S)Nc1ccc(CN2CCOCC2)cc1 | 4 |
| Cc1ccc(S(=O)(=O)N(C)c2ccc(C(=O)Nc3ccc4c(c3)OCO4)cc2)cc1 | 7 |
| Cc1ccc(C)c(-n2nnc(C(=O)Nc3cccc(Cl)c3C)c2C)c1 | 8 |
| CCn1cc(CNC(=O)Cn2nnnc2CN2CCC(C)CC2)cn1 | 9 |
| CCCSc1nc2ccc(Br)cc2[nH]1 | 0 |
| CCN(CC)C(=O)C1CCCN(C2CC(=O)N(c3ccc(-c4nc5ccc(C)cc5s4)cc3)C2=O)C1 (stereo not drawn) | -6 |
| CCOc1ccc(Nc2ncnc3c2nc2n3CCCC2)cc1 | 3 |
| CCCC(CCC)C(=O)NNc1cc(=O)c2c(=O)n(C)c(=O)n(C)c2[nH]1 | 9 |
| O=C(Nc1ccc(S(=O)(=O)NCc2cccs2)cc1)c1ccc(Br)o1 | 9 |
| O=C(c1ccccc1)c1ccc2c(c1)OC=CO2 | -4 |
| O=C(NCc1ccc(Cl)cc1)c1cnc(N2CCOCC2)c2ccccc12 | 9 |
| CCC(NC(=O)NCc1ccc(Cl)cc1)(C(F)(F)F)C(F)(F)F | -2 |
| COc1ccccc1CNC(=O)Cn1ncc2c3ccccc3n(Cc3ccccc3C)c2c1=O | 0 |
| Cc1ccc(NC(=O)CCS(=O)(=O)c2ccc3nc(C)sc3c2)c(C)c1 | 7 |
| COc1ccc(-c2ccc3c(N)c(C(=O)c4ccccc4)sc3n2)cc1OC | -3 |
| O=C(NC(=S)Nc1ccc(N2CCN(C(=O)c3ccccc3)CC2)c(Cl)c1)c1cccnc1 | -5 |
| COc1ccc(NC(=O)N2CCN(S(=O)(=O)c3ccc4c(ccn4C)c3)CC2)cc1OC | -18 |
| Cc1cccc(NC(=O)c2c(NC(=O)c3cccs3)sc3c2CCC(C)C3)c1 (stereo not drawn) | 3 |
| FC(F)(F)c1ccccc1-c1nn2c(C(F)(F)F)nnc2s1 | 1 |
| CCOc1cnn(-c2cc(Oc3ccc(C)cc3)ncn2)c(=O)c1Cl | -4 |
| COc1ccc(C(CNC(=O)c2oc3cc(C)c(C)cc3c2C)N2CCCCC2)cc1 (stereo not drawn) | -1 |
| CCOc1ccc(CCNC(=O)c2ccc(CS(=O)Cc3ccc(Cl)cc3)o2)cc1 (stereo not drawn) | -2 |

Next part:
| canonical_smiles | RBX1-CUL1 inh |
| --- | --- |
| CCOc1ccccc1NC(=O)c1c(NCc2sccc2C)sc2c1CCCCC2 | 11 |
| Cc1cccc(C(=O)Nc2ccc(C)cc2C)c1 | -1 |
| O=C(CNC(=O)c1cccs1)N/N=C/c1cccc(Br)c1 | -3 |
| Cc1cccc(NC(=O)Cc2csc(COc3cccc(C)c3)n2)c1 | -4 |
| O=C(NCCS(=O)(=O)N1CCN(c2cccc(Cl)c2)CC1)C(c1ccccc1)c1ccccc1 | 1 |

An excerpt; count on the stated rates, not on these rows.
